Compound activity: PubChem, several laboratories
TMEM16A inh: TMEM16A chloride channel inhibitors, primary screen, cell-based, HTS. Anoctamin-1 (Mus musculus), Q8BHY3. HEK293 TMEM16A/YFP iodide influx fluorescence, ionomycin. normalized B-score (activity score, 25-100; higher = stronger inhibition) at 10 µM. hit rate 1.2% among 310,000;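 active = ratio plate-corrected score three or more library SD toward inhibition, starting fluorescence score within five deviations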;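 note: score derived from kinetic fluorescence span divided by baseline fluorescence per well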
HDAC3 inh: HDAC3 deacetylase inhibitors, primary screen, biochemical, fluorescence, cell-free homogeneous | recombinant HDAC3, fluorogenic peptide/trypsin coupled | hit rate 0.15% among 320,000 | inhibition, % at 8.3 µM | AID 2718, 2010; in the data active = inhibition above about 26%, passing the limit was not always enough
Target sequence (O15379 whole entry, looked up): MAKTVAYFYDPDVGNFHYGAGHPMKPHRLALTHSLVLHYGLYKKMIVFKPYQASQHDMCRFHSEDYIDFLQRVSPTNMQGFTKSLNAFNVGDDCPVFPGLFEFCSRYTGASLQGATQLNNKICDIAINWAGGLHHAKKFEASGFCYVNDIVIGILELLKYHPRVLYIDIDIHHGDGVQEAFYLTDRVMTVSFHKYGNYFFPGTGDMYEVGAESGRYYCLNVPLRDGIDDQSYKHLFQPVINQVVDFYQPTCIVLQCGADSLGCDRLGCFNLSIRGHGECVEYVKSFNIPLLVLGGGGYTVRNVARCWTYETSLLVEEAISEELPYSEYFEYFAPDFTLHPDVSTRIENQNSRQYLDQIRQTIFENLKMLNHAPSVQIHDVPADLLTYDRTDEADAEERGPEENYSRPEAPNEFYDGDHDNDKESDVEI
KCNQ1 inh: inhibitors of human KCNQ1 channel, primary screen, cell-based, thallium flux, high-throughput; Potassium voltage-gated channel subfamily KQT member 1 (Homo sapiens), P51787; CHO-K1 KCNQ1, FluxOR thallium flux fluorescence; stronger effect = higher value; B-score at 10 µM; hit rate 1.3% among 310,000;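 active = compounds whose thallium flux B-score, printed positive for inhibition, exceeds three library SD while starting fluorescence stays within three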;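 note: channel opened by potassium depolarization with thallium stimulus after 20 min compound exposure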
TRPC4 agonist: activators of mouse TRPC4 channel, primary screen, Fluo4 calcium, HEK293 TRPC4beta/mu-opioid cells; Fluo4 calcium fluorescence; stronger effect = higher value; Short transient receptor potential channel 4 (Mus musculus), Q9QUQ5; hit rate 0.49% among 310,000; B-score at 10 µM;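 active = B-score above 5 SD of library B-scores, and initial fluorescence ratio not above library mean plus 5 SD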;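 note: positive B-score marks a calcium rise read as TRPC4 activation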
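Assay system: HEK293 stable line with TRPC4beta plus mu-opioid receptor. Times: dye 45 min RT, read 110 s. Measured by: kinetic Fluo4 calcium fluorescence. Measure: B score of integrated ratio. Controls: assay buffer as low control, maximal DAMGO as high control.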
Dyrk1A ADPGlo: rat Dyrk1A kinase inhibitors, primary screen, biochemical, single point, plate reader | ADP-Glo luminescence, NFATc1 peptide | inhibition, % at 12.5 µM | hit rate 0.43% among 310,000 | AID 504441, 2011; in the data active = inhibition above about 50%;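 note: plate controls were vehicle with enzyme for no effect and no enzyme for full effect; many of its hits are not listed in these tables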
TMEM16A act: TMEM16A chloride channel activators or potentiators, primary screen, cell-based, HTS | Anoctamin-1 (Mus musculus), Q8BHY3 | AID 623877, 2012 | HEK293 TMEM16A/YFP-H148Q/I152L, iodide quench fluorescence; stronger effect = lower value | hit rate 0.3% among 340,000 | B-score at 10 µM;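 active = fluorescence-ratio B-score plate-corrected deviation score at least 3 library SD below zero, with starting fluorescence score within 5 deviations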;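 note: channel opened by trigger with iodide after compound preincubation; score built on the fluorescence ratio of max minus min over baseline; more negative score means more quench and so TMEM16A activation or potentiation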
hERG rescue: hERG rescue from dofetilide block, primary screen, cell-based, CHO-hERG, FluxOR thallium flux, dofetilide IC70; Voltage-gated inwardly rectifying potassium channel KCNH2 (Homo sapiens), Q12809; dofetilide IC70 present; activation (rescue from dofetilide block), less the hit threshold, % at 10 µM; hit rate 0.51% among 310,000;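 active = activation above the mean of controls blocked by dofetilide plus 5 SD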;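 note: thallium influx through hERG after potassium depolarization seen as dye fluorescence rise; in these data hits start at about 4.7%; inactives centre near -7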
KCNQ1 act: potentiators or activators of KCNQ1 channel, primary screen, cell-based, thallium flux, high-throughput | B-score at 10 µM | CHO-K1 KCNQ1, thallium flux FluxOR fluorescence; stronger effect = higher value | AID 2648, 2010 | hit rate 0.35% among 310,000;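 active = fluorescence ratio B-score, a plate-corrected score, at least three library SD, with initial intensity B-score within 5 SD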
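System: CHO-K1 cells stably expressing KCNQ1 / Medium: assay buffer for compound exposure, DMSO matched across wells / Reagent: thallium- and potassium-containing depolarizing buffer / Compound: one concentration, matched DMSO / Incubation: 20 min compound pretreatment at room temperature / Measured by: kinetic FluxOR fluorescence, 10 s baseline plus 110 s post-stimulus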
KCNK9 block: KCNK9 potassium channel inhibitors, primary screen, HEK293 cells, thallium flux; Potassium channel subfamily K member 9 (Homo sapiens), Q9NPC2; FluxOR thallium flux fluorescence; stronger effect = lower value; B-score at 10 µM; hit rate 1.2% among 310,000; AID 488922, 2010;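 active = ratio B-score over 3 SD below the library mean, with starting fluorescence within 5 SD of its mean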;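 note: negative B-score means less thallium flux so channel inhibition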
KCNK3 inh: human KCNK3 channel inhibitors, primary screen, CHO cells, FluxOR thallium flux, B-score. Potassium channel subfamily K member 3 (Homo sapiens), O14649. B-score at 10 µM. hit rate 0.84% among 340,000. FluxOR fluorescence; stronger effect = lower value;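 active = B-score under library mean minus 4 SD, starting fluorescence ratio at most library mean plus 5 SD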;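 note: more negative B-score means stronger inhibition of thallium flux through KCNK3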
Target sequence (O14649 whole entry, looked up): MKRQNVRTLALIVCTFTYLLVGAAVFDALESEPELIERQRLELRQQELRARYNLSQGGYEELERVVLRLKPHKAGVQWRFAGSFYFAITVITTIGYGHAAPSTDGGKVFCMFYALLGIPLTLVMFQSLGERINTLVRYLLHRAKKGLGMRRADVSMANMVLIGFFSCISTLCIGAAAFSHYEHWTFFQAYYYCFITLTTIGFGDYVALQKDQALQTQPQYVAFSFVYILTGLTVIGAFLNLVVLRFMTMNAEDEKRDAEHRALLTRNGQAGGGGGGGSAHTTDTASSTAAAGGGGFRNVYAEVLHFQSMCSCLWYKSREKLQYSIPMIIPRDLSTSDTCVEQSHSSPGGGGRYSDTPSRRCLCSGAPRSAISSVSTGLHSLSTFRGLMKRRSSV
TRPC4 PAM: positive allosteric modulators of TRPC4, primary screen, cell-based, mouse TRPC4beta, HEK293 mu-opioid, Fluo-4 calcium; hit rate 0.42% among 310,000; B-score at 10 µM; AID 2227, 2009; DAMGO EC20, Fluo-4 Ca2+ flux; stronger effect = higher value; Short transient receptor potential channel 4 (Mus musculus), Q9QUQ5;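 active = B-score of calcium response area above 5 SD of library B-scores, with initial fluorescence ratio within 5 SD of library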;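 note: B-score of integrated fluorescence ratio over time as area under calcium response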
Numbers without * were called inactive; i = inactive; x = not tested or not shown.

compound	TMEM16A inh	HDAC3 inh	KCNQ1 inh	TRPC4 agonist	Dyrk1A ADPGlo	TMEM16A act	hERG rescue	KCNQ1 act	KCNK9 block	KCNK3 inh	TRPC4 PAM
Cc1cc(C)c2c(N)c3cccc(C)c3nc2n1	i	-56.8	i	i	3.5	i	-2.2	i	i	i	i
COc1ccc(NC(=O)C(c2ccc(OC)cc2)N(C)C(=O)CNC(C)=O)cc1 (stereo not drawn)	i	2.5	i	i	-4.7	i	-6.8	i	i	i	i
Cc1ccc(CNC(=O)CN(C(=O)C2(C)CC(=O)N=C3C=CC=CN32)c2ccccc2)cc1 (stereo not drawn)	i	-36.7	i	i	-7.7	i	-0.2	i	i	i	i
N/C(=N/O)C(c1ccccc1)c1ccccc1	i	-5.5	i	i	-1.1	i	-1.0	i	i	i	i
Cc1cccc2nc3c(nc12)CCCC3	i	-2.2	i	i	-4.1	i	-4.2	i	i	i	i
O=S(=O)(NCc1csc(-c2ccccc2)n1)c1ccc(Cl)s1	i	3.2	i	i	1.8	i	-13.1	i	i	i	i
CCOC(=O)N1CCN(C(=O)CN(c2ccc(C)cc2)S(=O)(=O)c2c(C)noc2C)CC1	i	-5.9	i	i	0.8	i	-7.2	i	i	i	i
O=C(NCc1ccccc1Cl)c1ccc(CS(=O)(=O)c2ccccc2)o1	i	-3.0	i	i	-1.7	i	-6.9	i	i	i	i
Cc1nn(-c2ccc([N+](=O)[O-])cc2)c(N)c1-c1ccccc1	i	2.8	i	i	16.6	i	-26.2	i	i	i	i
COc1cc(/C=C(\C#N)c2ccccn2)ccc1OCC(=O)Nc1c(Cl)cccc1Cl	i	-22.3	x	x	-12.0	i	x	x	x	i	x
COc1ccc(CC(=O)Nc2ccc(NC(=O)c3ccc(Br)cc3)cc2)cc1OC	i	-6.3	i	i	-5.6	i	-1.4	i	i	i	i
Cc1nnc(Sc2nc3c(c(=O)[nH]c(=O)n3C)n2CCc2ccccc2)s1	i	x	i	i	1.7	i	-7.1	i	i	i	i
COc1ccc(NC(=O)CN2c3cccc4cccc(c34)S2(=O)=O)cc1	i	-0.9	i	i	-6.2	i	0.3	i	i	i	i
COCc1cnc(C)nc1N	i	0.8	i	i	-4.6	i	-6.5	i	i	i	i
COc1ccc(NC(=O)CCn2nnc(-c3ccc(C)cc3)n2)cc1OC	i	-0.9	i	i	2.7	i	-11.7	i	i	i	i
COc1ccc(NC(=O)CN(C)C(=O)/C=C/c2cn(-c3ccccc3)nc2-c2ccc(C)cc2)cc1	i	-4.9	i	i	-1.4	i	-14.2	i	i	i	i
O=C(NN/C(=N/S(=O)(=O)c1ccc(Cl)cc1)c1ccccc1)c1cccc(Cl)c1	i	5.1	i	i	-1.3	i	-15.9	i	i	i	i
COc1ccc(NC(=O)CSc2nc3nc(C)cc(C)n3n2)cc1	i	2.7	i	i	-0.9	i	-5.5	i	i	i	i
CCOc1ccc(CN(C)CC(=O)NCc2ccc(F)cc2)cc1	i	-2.8	i	i	-4.2	i	-8.2	i	i	i	i
COc1cc(C(=O)NCCCN(C)C)ccc1OCC(=O)Nc1cccc(C(F)(F)F)c1	i	-3.2	i	i	16.8	i	-4.8	i	i	i	i
O=C(CSc1ccc2nnc(CCNC(=O)c3ccccc3)n2n1)NCc1ccc(F)cc1	i	-2.2	i	i	5.1	i	-11.3	i	i	i	i
CCC(Cc1ccccc1)NC(=O)C1CC1 (stereo not drawn)	i	0.3	i	i	1.2	i	-9.2	i	i	i	i
CC(C)(C)c1ccc(C(=O)NCCNC(=O)c2ccco2)cc1	i	4.1	i	i	-10.3	i	-6.1	i	i	i	i
Cc1ccc(NC(=O)Nc2ccc(Cl)cn2)cc1	x	x	i	i	-2.8	-5.91*	-14.0	i	i	i	i
CCN(/C(N)=N/c1nc(C)cc(C)n1)c1ccccc1	i	-2.7	i	i	-1.6	i	0.6	i	i	i	i

Reprinted from the part before: 3 entries, then new ones.
structure,TMEM16A inh,HDAC3 inh,KCNQ1 inh,TRPC4 agonist,Dyrk1A ADPGlo,TMEM16A act,hERG rescue,KCNQ1 act,KCNK9 block,KCNK3 inh,TRPC4 PAM
CC(C)(C)c1ccc(C(=O)NCCNC(=O)c2ccco2)cc1,i,4.1,i,i,-10.3,i,-6.1,i,i,i,i
Cc1ccc(NC(=O)Nc2ccc(Cl)cn2)cc1,x,x,i,i,-2.8,-5.91*,-14.0,i,i,i,i
CCN(/C(N)=N/c1nc(C)cc(C)n1)c1ccccc1,i,-2.7,i,i,-1.6,i,0.6,i,i,i,i
CC(Nc1nc(-c2ccccc2)nc2ccccc12)c1ccccc1 (stereo not drawn),i,1.7,i,i,-2.7,i,-19.8,i,-8.94*,-11.2*,i
CCOc1ccccc1CN1CCNC(=O)C1CC(=O)NC1CCCCCC1 (stereo not drawn),i,-8.1,i,i,x,i,-3.8,i,i,i,i
c1ccc(OCc2noc(CN3CC[C@@H]4CCCC[C@H]4C3)n2)cc1,i,0.7,i,i,9.8,i,-10.2,i,i,i,i
CCC(N=c1cc(-c2ccc(OC)cc2)oc2ccc(C)cc12)C(=O)O (stereo not drawn),i,-124.4,i,i,0.6,i,-11.6,i,i,i,i
COc1ccccc1NS(=O)(=O)c1cccc(C(=O)NCC2(N(C)C)CCCCC2)c1,i,-0.2,i,i,1.2,i,-10.6,i,i,i,i
CC(C)c1ccccc1NC(=O)COC(=O)c1cc(=O)[nH]c(=O)[nH]1,i,2.2,i,i,-4.7,i,-0.9,i,i,i,i
Cc1ccc2oc(=O)c3cnn(CC(=O)N(CCN(C)C)Cc4ccco4)c3c2c1,i,-6.3,i,i,3.0,i,-12.2,i,i,i,i
O=C(Nc1nnc(CCN2CCCCC2)s1)c1ccc(Br)cc1,i,2.5,i,i,2.9,i,-12.6,i,i,i,i
COc1ccc(NC(=O)C2CCCN(S(=O)(=O)c3cccc4cccnc34)C2)cc1 (stereo not drawn),i,-0.5,i,i,13.2,i,-7.3,i,i,i,i
CC(=O)NCCn1c(SCc2ccccc2F)nc2ccccc2c1=O,i,0.4,i,i,7.5,i,-12.5,i,i,i,i
Cc1ccc(OC(=S)Nc2ccc(O)cc2)cc1,i,6.1,x,x,30.5,i,x,x,x,i,x
Cc1ccc(-n2nnnc2-c2cnn(-c3ccc(F)cc3)c2C(F)(F)F)cc1,i,-3.7,i,i,-1.6,i,-10.8,i,i,i,i
Cn1cccc1Cc1nnc(SCC(=O)Nc2ccc3c(c2)OCCO3)n1CCc1ccccc1,i,0.7,i,i,0.0,i,-10.4,i,i,i,i
O=C1c2ccccc2C(=O)N1CSc1nnnn1-c1ccccc1,i,0.0,i,i,-0.2,i,-16.2,i,i,i,i
Cc1[nH]c(=O)[nH]c(=O)c1NC(=O)c1sc2nc3c(C)cccc3cc2c1N,i,x,i,i,x,i,-8.4,i,i,i,i
NC(=O)CCCCC(=O)OCCCc1cccs1,i,4.8,i,i,4.1,i,-14.7,i,i,i,i
Cc1nc2ccc(NC(=O)COc3ccccc3[N+](=O)[O-])cc2s1,i,-0.4,i,i,-1.6,i,-3.8,i,i,i,i
Cc1ccc(C(=O)OCn2nnc3ccccc3c2=O)cc1[N+](=O)[O-],i,-3.8,i,i,2.7,i,-12.7,i,i,i,i
CC12CCCCC1c1ccccc1C(=NCC(=O)O)N2 (stereo not drawn),i,-0.7,i,i,3.9,i,-16.2,i,i,i,i
CCOc1cc(CNCc2ccncc2)cc(Cl)c1OC,i,-2.5,i,i,-4.6,i,-4.8,i,i,i,i
O=C(c1ccc(Cl)c(S(=O)(=O)N2CCCCCC2)c1)N1CCCCC1,i,2.5,i,i,0.3,i,-9.1,i,i,i,i
COc1ccc(C(=O)N(CC(=O)Nc2sc(C)c(C)c2C(N)=O)C2CCCC2)cc1,i,-1.0,i,i,2.0,i,-6.8,i,i,i,i
COC(=O)CCC(=O)N(CCN(C(=O)CCC(=O)OC)c1ccccc1)c1ccccc1,i,-8.3,i,i,-1.3,i,-7.0,i,i,i,i
N#CCSc1ncccc1-c1nc2ccccc2[nH]1,i,0.5,i,i,4.3,i,-5.4,i,i,i,i
Brc1cccc(OCCCN2CCCCCC2)c1,i,2.8,i,i,-0.7,i,-12.7,i,i,i,i
CCNC(=O)NC(=O)COC(=O)CCCc1nc2ccccc2s1,i,-7.9,i,i,-5.8,i,-4.2,i,i,i,i
CCN(CC(=O)NC(=O)Nc1ccccc1F)Cc1ccccc1,i,1.4,i,i,-0.4,i,-12.3,i,i,i,i

Not all compounds are listed (hit frequency here may not be typical).
